# ROS inducer: inducers of reactive oxygen species in cancer cells. U2OS ROS induction, H2DCF-DA fluorescence. ROS induction (% of piperlongumine), % at 10 µM. 2% of 46,000 active. AID 624156; in the data active = ROS induction above about 79%, passing the limit was not always enough; inconclusive = no clear call, values can overlap the other calls;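 also: 0% = DMSO vehicle median and 100% = reference compound median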
# The depositor's hits bear a star; u = inconclusive. The list is partial; the hit share may differ from the screen's.
SMILES,ROS inducer
C[C@@H]1CN([C@@H](C)CO)C(=O)c2cc(N(C)C)ccc2O[C@H]1CN(C)Cc1ccc(Cl)c(Cl)c1,-4
C[C@@H]1CCCCO[C@H](CN(C)S(=O)(=O)c2cccs2)[C@@H](C)CN([C@H](C)CO)C(=O)c2cc(NC(=O)CCCCCC(=O)Nc3ccccc3N)ccc2O1,10
C[C@@H]1CN([C@H](C)CO)C(=O)c2cc(NS(=O)(=O)c3cn(C)cn3)ccc2O[C@@H]1CN(C)S(=O)(=O)c1ccc(Cl)cc1,-6
O=C(CSc1nnc(-c2ccc(Cl)cc2)o1)Nc1ccc(I)cc1,-1
c1ccc(-c2nnn3c2nc(N2CCCC2)c2ccccc23)cc1,u
Cc1noc(C)c1NC(=O)Nc1cccc2c1O[C@@H](CN(C)Cc1ccc(-c3ccccc3)cc1)[C@@H](C)CN([C@@H](C)CO)C2=O,2
COc1ccc(S(=O)(=O)Nc2cccc3c2O[C@H](CN(C)S(=O)(=O)c2cn(C)cn2)[C@@H](C)CN([C@@H](C)CO)C3=O)cc1,25
Cc1ccccc1/C=N/NC(=O)CCCCC(=O)NO,21
COc1ccc(CCNC(=O)C(=O)c2c(C)[nH]c3ccccc23)cc1OC,-9
Cc1ccc(/C=C2/Sc3ccc(C(=O)N4CCN(c5ccccc5F)CC4)cc3NC2=O)cc1,4
Fc1ccc(-c2[nH]ncc2CN2CCN(Cc3ccccc3)CC2)cc1,-12
CN1CCC[C@@H]1CCO[C@](C)(c1ccccc1)c1ccc(Cl)cc1,-9
CNC[C@@H]1Oc2ccc(NC(=O)Cn3cnnn3)cc2C(=O)N([C@H](C)CO)C[C@@H]1C,6
CC(C)(C)OC(=O)N1CCC[C@H]1/C=N/NC(=O)CCCCCC(=O)Nc1ccccc1O,19
C/C=C(/C)C(=O)O[C@H]1C=C(CO)C(=O)[C@H](OC(=O)/C(C)=C/CO)[C@H]1C(C)C,87*
Cc1nc2nc[nH]n2c(=O)c1NS(=O)(=O)c1ccc2c(c1)CCCC2,-7
C[C@H](CO)N1C[C@H](C)[C@H](CN(C)Cc2ccc(Cl)c(Cl)c2)Oc2ccc(NC(=O)NC3CCCCC3)cc2CC1=O,20
CC(C)C[C@@H]1NC(=O)[C@H]2C[C@@H](C(=O)NCCCCCNC(=O)CS)[C@@H](c3cccc(OCCO)c3)N2C1=O,-9
COc1ccc(CN(C)C[C@@H]2Oc3c(NC(=O)c4cnccn4)cccc3C(=O)N([C@@H](C)CO)C[C@H]2C)cc1,-2
O=C(O)Cc1cc(I)c(Oc2cc(I)c(O)c(I)c2)c(I)c1,-4
C[C@@H]1CN([C@H](C)CO)C(=O)Cc2cc(NC(=O)Cc3ccccc3)ccc2O[C@H]1CN(C)Cc1ccc(Cl)c(Cl)c1,18
O=C(NCc1cccc2ccccc12)C12CC3CC(CC(C3)C1)C2,-10
N#CC1(c2ccccc2)CCCN1C(=O)c1ccc(Br)o1 (stereo unspecified),-1
C[C@H]1CN([C@@H](C)CO)C(=O)c2cc(NC(=O)C3CCCCC3)ccc2O[C@@H]1CN(C)Cc1ccc(Cl)c(Cl)c1,57
C[C@H]1CN([C@@H](C)CO)C(=O)Cc2cc(NC(=O)C3CCCCC3)ccc2O[C@@H]1CN(C)Cc1ccc(Cl)c(Cl)c1,15
# Additional compounds follow:
SMILES,ROS inducer
Cc1ccc(S(=O)(=O)N(C)C[C@@H]2OCCCC[C@@H](C)Oc3ccc(NC(=O)Cc4ccccc4)cc3C(=O)N([C@H](C)CO)C[C@@H]2C)cc1,44
C[C@H](CO)N1C[C@H](C)[C@H](CN(C)Cc2ccc(Oc3ccccc3)cc2)Oc2c(NS(=O)(=O)c3cccs3)cccc2C1=O,16
Cc1ccc(CN(C)C[C@@H]2OCc3cnnn3CCCC(=O)N([C@@H](C)CO)C[C@H]2C)cc1,-12
CCN(Cc1ccccc1)C(=O)CSc1nc2ccccc2c2nc3ccccc3n12,0
COc1ccc(CN(C)C[C@@H]2OCCCC[C@@H](C)Oc3ccc(NS(=O)(=O)c4ccc(OC)cc4)cc3C(=O)N([C@H](C)CO)C[C@@H]2C)cc1,172*
CC(=O)Nc1cccc(-c2nnc(SCC(=O)Nc3ccccc3F)n2C)c1,-8
S=c1nc[nH]c2c1sc1nc(N3CCOCC3)c3c(c12)CCCC3,46
CCCNC(=O)c1ccc(OCC)cc1,6
Cc1ccc(S(=O)(=O)Nc2ccc(-c3csc(-c4ccccc4)n3)cc2)cc1,4
C[C@H]1CN([C@@H](C)CO)C(=O)CCCn2cc(nn2)CO[C@@H]1CN(C)C(=O)Nc1cccc(Oc2ccccn2)c1,-1
CC(=O)Nc1ccc(NC(=O)C(Cc2ccccc2)NC(=O)C2CCCCC2)cc1 (stereo unspecified),3
Cc1noc(C)c1S(=O)(=O)N(C)C[C@H]1Oc2ccc(NS(=O)(=O)c3cn(C)cn3)cc2C(=O)N([C@H](C)CO)C[C@H]1C,30
O=C(CC1N=C2c3ccccc3N=C(SCc3ccccc3F)N2C1=O)NC1CCCCC1 (stereo unspecified),11
O=C(O)c1cc(NS(=O)(=O)c2cccc3cccnc23)ccc1O,12
O=C(Nc1ccccc1C(=O)NCCOc1ccccc1)c1ccccc1I,12
C[C@H]1CN([C@@H](C)CO)C(=O)c2cccc(NC(=O)Nc3ccc(C(F)(F)F)cc3)c2O[C@@H]1CN(C)CC1CCCCC1,12
COC(=O)C1=CN(C23CC4CC(CC(C4)C2)C3)C=C(C(=O)OC)C1c1cccc(OC)c1,u
COc1ccc(Br)cc1/C=N/NC(=O)CCCCCC(=O)Nc1ccccc1O,33
O=C(Nc1ccncc1)Nc1c(Cl)cc(Cl)cc1Cl,-15
Cc1nc(C(F)(F)F)ccc1-c1nnc(SCCCN2C(=O)c3ccccc3C2=O)o1,1
COc1ccc(Cl)cc1N(CC(=O)Nc1ccccc1SC)S(C)(=O)=O,2
CC(C)c1ccc(NC(=S)N2CCCC(c3ccc(F)cc3)=N2)cc1,12
C[C@@H]1CN([C@@H](C)CO)C(=O)Cc2cc(NC(=O)Cc3cn(C)c4ccccc34)ccc2O[C@@H]1CN(C)CC1CC1,5
Cc1noc(C)c1NC(=O)Nc1ccc2c(c1)C(=O)N([C@H](C)CO)C[C@@H](C)[C@@H](CN(C)C(=O)Nc1ccc3c(c1)OCO3)O2,-4
COc1ccc(C(=O)N(Cc2nc(-c3ccccc3)no2)C(C)C)cc1OC,-7
# Next structures follow:
SMILES,ROS inducer
C[C@@H]1CN([C@@H](C)CO)C(=O)Cc2cc(NC(=O)Cc3ccccc3)ccc2O[C@@H]1CN(C)Cc1ccc(-c2ccccc2)cc1,55
Cc1ccc(NC(=O)COc2c(C)cc(Cl)cc2Cl)c([N+](=O)[O-])c1,1
COc1ccc([N+](=O)[O-])cc1N(CC(=O)N(C)C)S(C)(=O)=O,3
COc1ccc(Nc2nccc(NCCO)n2)cc1,5
Cc1cccc(Nc2ccncc2S(=O)(=O)NC(=O)NC(C)C)c1,-1
O=C(NCC(c1ccccc1)c1c[nH]c2ccccc12)Nc1ccc(Cl)cc1 (stereo unspecified),-9
C[C@@H]1CN([C@H](C)CO)C(=O)c2cc(NC(=O)NC3CCCCC3)ccc2O[C@@H]1CN(C)CC1CCCCC1,-14
C[C@H](CO)N1C[C@H](C)[C@H](CN(C)Cc2ccc(-c3ccccc3)cc2)Oc2ccc(N(C)C)cc2CC1=O,15
C[C@H](CO)N1C[C@H](C)[C@H](CN(C)Cc2ccc(Oc3ccccc3)cc2)Oc2ccc(NC(=O)CCN3CCOCC3)cc2CC1=O,5
NC1=NC(=O)CC(C(=O)Nc2ccc(Br)cc2)S1 (stereo unspecified),14
Cc1cc2nc(SCC(=O)O)nc(C)c2cc1C,8
C[C@H](CO)N1C[C@H](C)[C@H](CN(C)S(=O)(=O)c2ccc(F)cc2)Oc2c(NC(=O)C3CC3)cccc2C1=O,2
Cc1ccc(S(=O)(=O)N(C)C[C@H]2Oc3c(NC(=O)c4nc5ccccc5s4)cccc3C(=O)N([C@H](C)CO)C[C@@H]2C)cc1,18
Cc1c(O)nc(SC2CC(=O)N(c3ccccc3)C2=O)[nH]c1=O (stereo unspecified),-18
Cc1ccc(S(=O)(=O)Nc2cccc3c2O[C@H](CN(C)Cc2ccc(-c4ccccc4)cc2)[C@@H](C)CN([C@@H](C)CO)C3=O)cc1,66
C[C@@H]1CN([C@H](C)CO)C(=O)c2cc(NC(=O)Nc3ccc4c(c3)OCO4)ccc2O[C@H]1CN(C)C(=O)Nc1ccccc1,-11
O=C(CCC(C(=O)O)N1C(=O)c2ccccc2C1=O)Nc1ccc2c(c1)COCO2 (stereo unspecified),-7
COC(=O)c1sc2nc(C)cc(C(F)(F)F)c2c1N,4
COc1ccccc1/C=C1\SC(=O)N(CCC(=O)N2c3ccccc3Sc3ccccc32)C1=O,10
COc1ccc(OCC(=O)Nc2cc(Cl)ccc2N2CCOCC2)cc1,39
C[C@@H]1CN([C@@H](C)CO)C(=O)c2cccc(NC(=O)c3nc4ccccc4s3)c2O[C@H]1CN(C)C(=O)Nc1ccc(F)cc1,9
COC1CC(OC2CCC3(C)C(CCC4(O)C3CC(OC(=O)c3ccccc3)C3(C)C(O)(C(C)=O)CCC43O)C2)OC(C)C1OC1CC(OC)C(OC2OC(C)C(OC3OC(CO)C(O)C(O)C3O)C(OC)C2O)C(C)O1 (stereo unspecified),1
COc1cc(O[C@@H]2O[C@H](CO)[C@@H](O)[C@H](O)[C@H]2O)c2c(=O)cc(-c3ccccc3)oc2c1OC,3
CCCCN(CC)S(=O)(=O)c1ccc2[nH]c(=O)cc(C(=O)NCCc3ccc(Cl)cc3)c2c1,-3
COc1ccc(NC(=O)N(C)C[C@@H]2Oc3ccc(NC(=O)c4ccncc4)cc3C(=O)N([C@@H](C)CO)C[C@H]2C)cc1,-1

# Entries listed so far that contain a CF3 group (3):
SMILES,ROS inducer
C[C@H]1CN([C@@H](C)CO)C(=O)c2cccc(NC(=O)Nc3ccc(C(F)(F)F)cc3)c2O[C@@H]1CN(C)CC1CCCCC1,12
Cc1nc(C(F)(F)F)ccc1-c1nnc(SCCCN2C(=O)c3ccccc3C2=O)o1,1
COC(=O)c1sc2nc(C)cc(C(F)(F)F)c2c1N,4

# A run of entries from the list above:
SMILES,ROS inducer
O=C(CCC(C(=O)O)N1C(=O)c2ccccc2C1=O)Nc1ccc2c(c1)COCO2 (stereo unspecified),-7
COC(=O)c1sc2nc(C)cc(C(F)(F)F)c2c1N,4
COc1ccccc1/C=C1\SC(=O)N(CCC(=O)N2c3ccccc3Sc3ccccc32)C1=O,10
COc1ccc(OCC(=O)Nc2cc(Cl)ccc2N2CCOCC2)cc1,39
C[C@@H]1CN([C@@H](C)CO)C(=O)c2cccc(NC(=O)c3nc4ccccc4s3)c2O[C@H]1CN(C)C(=O)Nc1ccc(F)cc1,9
COC1CC(OC2CCC3(C)C(CCC4(O)C3CC(OC(=O)c3ccccc3)C3(C)C(O)(C(C)=O)CCC43O)C2)OC(C)C1OC1CC(OC)C(OC2OC(C)C(OC3OC(CO)C(O)C(O)C3O)C(OC)C2O)C(C)O1 (stereo unspecified),1

# (next part)
SMILES,ROS inducer
Cc1cc(=O)nc2c3ccccc3n(C(C)C(=O)N(C)Cc3ccccc3)n12 (stereo unspecified),1
C[C@@H]1CCCCO[C@@H](CN(C)Cc2ccc(Cl)c(Cl)c2)[C@@H](C)CN([C@H](C)CO)C(=O)c2cc(NS(=O)(=O)c3ccc(F)cc3)ccc2O1,26
COc1ccc(NC(=O)Nc2cccc3c2O[C@H](CN(C)C(=O)NC2CCCCC2)[C@H](C)CN([C@@H](C)CO)C3=O)cc1,-3
C=C1C(=O)OC2/C=C(\C)CC3C=C(CC/C=C(\C)CCC12)C(=O)O3 (stereo unspecified),24
C=CCNC(=O)[C@H]1[C@@H]2C(=O)O[C@@H](c3ccccc3)[C@@H](c3ccccc3)N2[C@@H](c2ccc(O)cc2)[C@]12C(=O)Nc1ccc(C#CC3=CCCCC3)cc12,-1
CCC(Oc1cccc(NC(=O)c2cccc(OC)c2)c1)C(=O)c1ccccc1 (stereo unspecified),13
Cc1ccc(/C=N/NC(=O)c2ccc(C(=O)NO)cc2)o1,-12
O=C(/C=C/N1CCOCC1)c1csc(-c2ccc(C(F)(F)F)cc2)n1,5
O=C(CCN1C(=O)c2ccccc2S1(=O)=O)Nc1cccc2ccccc12,-10
N#Cc1cc2c(=O)n3ccccc3nc2n(CCc2ccccc2)c1=O,22
Cc1ccc(S(=O)(=O)N(C)C[C@@H]2Oc3ccc(NS(C)(=O)=O)cc3CC(=O)N([C@@H](C)CO)C[C@@H]2C)cc1,4
C[C@@H]1CN([C@@H](C)CO)C(=O)CCCn2cc(nn2)CO[C@H]1CN(C)C(=O)CCC(F)(F)F,-3
C[C@H]1CN([C@@H](C)CO)C(=O)c2cc(NC(=O)Nc3cccc4ccccc34)ccc2O[C@H]1CN(C)C(=O)Nc1ccc(C(F)(F)F)cc1,23
COC(=O)/C=c1/sc2n(c1=O)C(C)=CC(C)(C)N=2,35
C[C@@H]1CN([C@@H](C)CO)C(=O)c2cc(NC(=O)CCN3CCOCC3)ccc2O[C@H]1CN(C)Cc1ccc(C(F)(F)F)cc1,6
CCc1ccc2nc(Nc3nc4ccccc4c(=O)[nH]3)nc(C)c2c1,132*
COc1ccc(OC)c(N(CC(=O)Nc2cccc(Cl)c2C)S(C)(=O)=O)c1,-3
CNC[C@@H]1Oc2ccc(NC(=O)Nc3ccc(OC)cc3)cc2C(=O)N([C@H](C)CO)C[C@@H]1C,-15
CN(C)CCNc1oc(COc2ccc(Br)cc2)nc1C#N,0
Cc1cc(C(=O)Sc2cccc(Br)c2)nn1C(C)(C)C,29
COc1ccc(CN(C)C[C@@H]2Oc3ccc(NS(=O)(=O)c4ccccc4)cc3C(=O)N([C@H](C)CO)C[C@@H]2C)cc1,13
S=C(NCc1cccs1)Nc1ccccc1,-6
C[C@@H]1CN([C@H](C)CO)C(=O)Cc2cc(NS(=O)(=O)c3cn(C)cn3)ccc2O[C@@H]1CN(C)S(C)(=O)=O,-3

# Screening data: PubChem BioAssay, Broad Institute
